Assay outcomes deposited in PubChem BioAssay by several laboratories.
HTR5A inv ctr = HTR5A inverse agonists in luminescence cell assay, primary screen, counter-screen for OPRM1-OPRD1 heterodimer inverse agonist project, full-deck HTS; 5-hydroxytryptamine receptor 5A (Homo sapiens), P47898; HTR5A cell line, inverse agonism; inhibition, % at 9.3 µM; 340,000 compounds, 0.083% hits; in the data active means inhibition mostly above about 23%, no sharp cut-off; inactive means mostly below about 18%;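 further: 0% = cells with DMSO and 100% = no-cell wells with DMSO; some compounds called inactive have numbers as strong as hits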
Target sequence (P47898 whole entry, looked up): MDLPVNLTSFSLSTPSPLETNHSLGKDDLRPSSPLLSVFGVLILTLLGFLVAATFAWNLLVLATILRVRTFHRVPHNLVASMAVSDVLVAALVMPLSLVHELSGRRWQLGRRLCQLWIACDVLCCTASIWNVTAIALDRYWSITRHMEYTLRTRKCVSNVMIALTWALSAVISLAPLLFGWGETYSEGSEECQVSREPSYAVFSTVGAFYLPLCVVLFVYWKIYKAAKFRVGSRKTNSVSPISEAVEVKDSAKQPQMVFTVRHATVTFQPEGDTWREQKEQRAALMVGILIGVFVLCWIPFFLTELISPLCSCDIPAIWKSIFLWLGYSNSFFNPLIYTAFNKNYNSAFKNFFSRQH
OPRM1-OPRD1 ag = agonists of OPRM1-OPRD1 heterodimerization, primary screen, cell-based, luminescence | Mu-type opioid receptor (Homo sapiens) + Delta-type opioid receptor (Homo sapiens), … | cells | activation, % at 9.3 µM | 340,000 compounds, 0.3% hits; in the data active means activation above about 18%;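 further: 0% = vehicle-treated cells and 100% = reference agonist; values of inactives mirror those of a sister screen read the other way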
SUMO Mot1 rescue = yeast Mot1-301 growth rescue at high temperature, primary screen, SUMOylation pathway inhibitor project, S. cerevisiae, ATP luminescence, 38.5C. S. cerevisiae Mot1-301 growth rescue; percent above DMSO median, 100 means doubled. growth rescue, % at 18.8 µM. 320,000 compounds, 1% hits. AID 2716, 2010;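 active means every valid replicate shows activation above 250% relative to neutral control wells; inactive means the rest, any valid replicate at or below 250%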;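 further: OY570 slx delta 5 strain wells were the positive control but not used for scaling; some compounds called inactive have numbers as strong as hits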
phage Ecoli inh = growth loss of phage-infected E. coli, primary screen, RecBCD inhibitor project, absorbance, with phage, HTS; inhibition, % at 11.9 µM; 360,000 compounds, 0.26% hits; AID 651602, 2012; in the data active means inhibition above about 11%
Tat export inh = E. coli Tat export inhibitors, primary screen, MC4100, TorA-mCherry reporter, fluorescence, single point; AID 488895, 2010; 340,000 compounds, 0.036% hits; inhibition, % at 10 µM;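 active means mean replicate inhibition at least 50% and at least half of replicates individually reaching 50%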;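 further: exported cargo escapes ClpAP degradation while cytoplasmic cargo is degraded and loses fluorescence; 0% = median of neutral control wells and 100% = median of NaSCN control wells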
Ecoli viability = E. coli V3065 growth inhibition, primary screen, counter-screen for AddAB inhibitor project, absorbance, OD600; 18 h; 330,000 compounds, 0.27% hits; inhibition, % at 11.9 µM;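 active means inhibition above the campaign's mean inhibition across all tested compounds plus 3 SD, cut at about 9.9% in these data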;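 further: uninfected addAB+ strain grown without phage in ampicillin broth; 0% = DMSO wells and 100% = ciprofloxacin 0.95 µg/ml wells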
AddAB inh = growth inhibition of E. coli expressing H. pylori AddAB, primary screen, AddAB inhibitor project, absorbance; AID 435030, 2010; 330,000 compounds, 0.29% hits; inhibition, % at 11.9 µM; in the data active means inhibition above about 12%;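 further: 0% = vehicle wells of infected cells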
PKA-R2B activ = activators of PKA-R2B holoenzyme, primary screen, biochemical, fluorescence polarization, Cy5-IP20, human; cAMP-dependent protein kinase catalytic subunit beta (Homo sapiens) + cAMP-dependent …; PKA-R2B holoenzyme dissociation; R2B truncated from residue 108, S112A mutant; 0% DMSO only, 100% 113 µM cGMP; activation, % at 11.4 µM; 340,000 compounds, 0.079% hits; AID 504700, 2011;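 active means activation above a cutoff set at the mean over all compounds plus 3 SD, cut at about 18% in these data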;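 further: higher means more holoenzyme dissociation and a rise in polarization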
Target sequence (P31323 whole entry, looked up, other chains not shown, the tested form may be a part): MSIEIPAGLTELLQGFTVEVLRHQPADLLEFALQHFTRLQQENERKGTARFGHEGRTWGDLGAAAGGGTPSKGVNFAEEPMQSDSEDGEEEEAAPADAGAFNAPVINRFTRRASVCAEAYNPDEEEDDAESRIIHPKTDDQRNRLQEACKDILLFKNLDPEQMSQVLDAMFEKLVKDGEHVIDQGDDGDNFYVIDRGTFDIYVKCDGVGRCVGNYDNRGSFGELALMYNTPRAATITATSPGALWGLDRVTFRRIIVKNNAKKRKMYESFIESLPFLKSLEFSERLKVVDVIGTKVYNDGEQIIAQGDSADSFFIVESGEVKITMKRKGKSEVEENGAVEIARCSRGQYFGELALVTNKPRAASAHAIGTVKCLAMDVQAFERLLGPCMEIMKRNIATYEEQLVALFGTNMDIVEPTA
PfHsp90 set2 = growth inhibition of PfHsp90-expressing yeast, primary screen, antimalarial PfHsp90 inhibitor project, S. cerevisiae, BacTiter-Glo luminescence, single point, set 2 | BacTiter-Glo ATP, 48 h; yeast lacking PDR1 and PDR3 efflux regulators | inhibition, % at 9.4 µM | 310,000 compounds, 0.32% hits | AID 504621, 2011;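 active means every replicate shows inhibition above about 80%, whatever the replicate mean, limit read from the data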;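 further: 0% = DMSO neutral controls and 100% = 20 µM radicicol positive controls; yeast relying on Plasmodium falciparum Hsp90 in place of its own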
PKA-R1A act = activators of PKA-R1A holoenzyme, primary screen, biochemical, fluorescence polarization, Cy5-IP20, bovine R1A, mouse PKAc; cAMP-dependent protein kinase type I-alpha regulatory subunit (Bos taurus) + …; PKA-R1A dissociation; scaled: DMSO 0%, 113 µM cGMP 100%; activation, % at 11.4 µM; 340,000 compounds, 0.083% hits;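 active means percent activation above the mean of all tested compounds plus 3 SD, cut at about 19% in these data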;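 further: higher means more PKAc released from R1A so a rise in polarization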
MOR-DOR inv ag = inverse agonists of MOR-DOR heterodimerization, primary screen, cell-based, luminescence | cell-based MOR-DOR heterodimer luminescence, inverse agonism | inhibition, % at 9.3 µM | 340,000 compounds, 0.21% hits; in the data active means inhibition above about 22%, passing the limit was not always enough;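 further: 0% = cells with DMSO and 100% = wells without cells with DMSO; values of inactives mirror those of a sister screen read the other way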
Numbers without * were called inactive; nt = no result given.

No.	Structure	HTR5A inv ctr	OPRM1-OPRD1 ag	SUMO Mot1 rescue	phage Ecoli inh	Tat export inh	Ecoli viability
1	O=c1c2ccccc2[nH]c(=S)n1-c1cccc(S(=O)(=O)N2CCCC2)c1	-2	0.1	-1	5.2	17	1.3
2	Cn1c(C(=O)NCCOc2ccccc2Cl)cc(=O)n(C)c1=O	6	-0.5	3	1.1	-5	-1.9
3	COc1ccc(N(C(=O)c2cccnc2)S(=O)(=O)c2ccc3c4c(cccc24)C(=O)N3C)cc1	5	-2.7	-2	-1.1	1	-1.4
4	CN1CCC(=NNC(=O)c2ccco2)CC1	10	0.3	7	3.4	22	-0.9
5	CCCOC(=O)c1cccc(Nc2nc(-c3cccnc3)nc3ccccc23)c1	-79	4.8	-9	4.1	-3	-1.6
6	CCOc1ccc2nc(SC(CC)C(=O)Nc3cc(C)on3)sc2c1 (stereo unspecified)	-24	0.5	73	1.6	-1	-0.2
7	COc1ccc(CN(CC2CCCO2)S(=O)(=O)c2ccc(C(=O)O)cc2)cc1OC (stereo unspecified)	-4	-1.5	-2	1.6	1	-3.1
8	O=C(Nc1ccccc1C(=O)N1CCOCC1)c1ccco1	3	-2.9	-16	3.2	6	-0.5
9	Cc1ccc(C)c(NC(=S)N2CCCC2)c1	-2	-1.8	1	-0.1	-10	-3.6
10	Cn1c(=O)c2c(nc(NCCc3ccccc3)n2Cc2ccc(F)cc2)n(C)c1=O	-12	9.2	11	1.1	1	-2.3
11	O=c1cc(O)nc(SCc2ccc(Cl)cc2)[nH]1	-20	-0.3	-1	3.5	1	-3.2
12	Cc1cccc(C(=O)Nc2ccc(NC(=O)c3ccccc3)cc2)c1	-13	-2.4	2	1.8	-8	-0.6

No.	AddAB inh	PKA-R2B activ	PfHsp90 set2	PKA-R1A act	MOR-DOR inv ag
1	0.2	-1	12	0	0
2	2.1	-8	19	-4	3
3	2.1	-9	-4	-12	14
4	2.3	-4	-5	-8	-2
5	0.2	5	-7	-11	-22
6	-1.0	-5	2	-14	-3
7	-0.8	5	-6	-4	8
8	2.9	-17	-17	-3	12
9	0.5	0	-3	0	9
10	0.1	-6	-52	8	-47
11	-1.5	-11	nt	-3	2
12	4.3	-14	7	-13	12

Sorted by the number under Tat export inh (lowest first): four from the list above.
item	mol	Tat export inh
2	Cn1c(C(=O)NCCOc2ccccc2Cl)cc(=O)n(C)c1=O	-5
6	CCOc1ccc2nc(SC(CC)C(=O)Nc3cc(C)on3)sc2c1 (stereo unspecified)	-1
10	Cn1c(=O)c2c(nc(NCCc3ccccc3)n2Cc2ccc(F)cc2)n(C)c1=O	1
8	O=C(Nc1ccccc1C(=O)N1CCOCC1)c1ccco1	6

Continued.
No.	Structure	HTR5A inv ctr	OPRM1-OPRD1 ag	SUMO Mot1 rescue	phage Ecoli inh	Tat export inh	Ecoli viability
13	CC(NC(=O)Cn1c(=O)[nH]c2ccsc2c1=O)C12CC3CC(CC(C3)C1)C2 (stereo unspecified)	-2	0.9	-24	3.7	3	2.9
14	CC(C)(C)c1cnnn1-c1ccc(-c2csc(N)n2)cc1	-2	-2.7	-24	3.2	-1	2.5
15	CC(C)Cc1nnc(NC(=O)CCC(=O)N2CCN(Cc3ccc(Cl)cc3)CC2)s1	14	1.8	3	-2.7	-1	-3.6
16	CS(=O)(=O)N(CC(=O)NCc1ccncc1)Cc1ccc(Cl)cc1	-14	-2.8	nt	2.2	-5	nt
17	CCn1c(SCC(=O)Nc2cccc(NC(=O)c3ccco3)c2)nnc1-c1cccs1	-14	-2.1	-1	2.5	-8	-1.2
18	O=Cc1ccc(Oc2cc(-c3ccccc3)nc(-c3ccccc3)n2)cc1	-4	1.4	7	1.2	-8	-1.4
19	CC(NC(=O)COC(=O)/C=C/c1ccc([N+](=O)[O-])cc1)c1ccccc1 (stereo unspecified)	-22	2.6	-9	3.7	4	-1.2
20	O=C(Nc1ccc(-c2ccc3nncn3n2)cc1)C1CCCC1	13	-0.4	12	2.4	0	-1.9
21	Cc1ccccc1C(=O)N1CCN(c2ccccn2)CC1	-4	-2.3	nt	4.7	2	-2.3
22	COc1ccc(-n2nc(C(N)=O)nc2-c2ccccc2)cc1	3	-2.3	-13	-0.5	-2	-0.6
23	Cc1cccc2[nH]c(CN(C)Cc3nc(CC4CC4)no3)nc12	6	1.5	-10	2.1	8	-1.7
24	COc1ccc(N2CC(C(=O)N[C@H](C(=O)NC3CCCC3)C(C)C)CC2=O)cc1 (stereo partly specified)	6	0.5	7	-0.5	-1	-2.4

No.	AddAB inh	PKA-R2B activ	PfHsp90 set2	PKA-R1A act	MOR-DOR inv ag
13	1.6	-6	-2	-10	-5
14	1.6	-4	8	-5	15
15	0.8	-8	-2	-16	-9
16	nt	4	12	-6	13
17	2.6	-5	7	0	9
18	-2.8	-5	0	-1	-7
19	4.2	5	2	0	-13
20	0.3	-12	-9	-4	2
21	1.2	-9	-2	-3	13
22	1.2	-4	-14	-13	11
23	-0.4	0	-17	-2	-8
24	1.9	3	20	13	-3

More entries.
No.	Structure	HTR5A inv ctr	OPRM1-OPRD1 ag	SUMO Mot1 rescue	phage Ecoli inh	Tat export inh	Ecoli viability
25	O=C(NCc1ccccc1)C(c1ccccn1)N(C(=O)c1csnn1)c1ccccc1F (stereo unspecified)	-5	0.9	-7	1.4	-4	0.3
26	COc1ccc(N(C(C)C(=O)Nc2ccc(S(=O)(=O)N3CCCCC3)cc2)S(C)(=O)=O)cc1 (stereo unspecified)	3	-0.8	70	-0.5	17	0.4
27	Cc1c(N2C(=O)/C(=C/c3cccc4ccccc34)SC2=S)c(=O)n(-c2ccccc2)n1C	-8	-1.2	-10	0.2	-8	0.8
28	CCNc1c(NC(=O)c2cccs2)c(=O)oc2ccccc12	4	-0.7	-7	0.1	-1	-3.3
29	CC(C)C(=O)NC(=S)N(Cc1ccccc1)Cc1ccccc1	0	-2.3	5	1.7	2	-1.8
30	CCOC(=O)N/N=C/c1c(C)nn(-c2ccccc2Cl)c1Cl	-17	-3.6	4	3.4	2	-2.6
31	O=C(CCc1nc2ccccc2c(=O)[nH]1)NNC(=O)c1cccc(Cl)c1	-3	-2.6	14	3.8	8	1.4
32	O=C(NCCO)C(O)C(O)C(=O)NCCO (stereo unspecified)	1	-0.6	-14	1.1	-4	-1.5
33	O=C(NCCCn1ccnc1)c1cc2nc(-c3ccc(Br)cc3)cc(C(F)(F)F)n2n1	-21	-1.1	-4	2.6	-1	0.7
34	O=C(CN(c1ccc(F)cc1)S(=O)(=O)c1ccc2c(c1)OCCO2)Nc1ccc2c(c1)OCO2	-7	0.9	-19	1.7	-3	-1.8
35	CC1=C(C(=O)Nc2ccccc2)C2(CCCCC2)C(C#N)=C(S)N1	-21	-0.6	37	0.5	5	0.4
36	CC(C)c1cccc(C(C)C)c1OCCCCN1CCCC1	-31	-4.1	145	0.4	6	0.4

No.	AddAB inh	PKA-R2B activ	PfHsp90 set2	PKA-R1A act	MOR-DOR inv ag
25	2.2	6	20	-2	-8
26	0.3	-9	8	0	5
27	6.3	-4	18	6	7
28	3.4	-9	-7	5	4
29	-4.2	4	-38	-4	12
30	0.0	-6	24	10	19
31	2.4	-5	9	-13	17
32	-0.8	-3	-12	0	4
33	3.1	-4	8	-7	6
34	1.2	3	-1	-2	-5
35	1.4	-9	-7	2	2
36	0.9	-6	-11	5	19

The listing continues:
No.	Structure	HTR5A inv ctr	OPRM1-OPRD1 ag	SUMO Mot1 rescue	phage Ecoli inh	Tat export inh	Ecoli viability
37	C=CCn1c(=S)[nH]c2scc(-c3cccs3)c2c1=O	5	-1.5	nt	0.3	11	nt
38	O=C(C1=C[C@@H](c2ccc(C(F)(F)F)cc2)C[C@@H](OCCCCO)O1)N1CCCCCCC1	-1	-1.9	-4	1.8	6	-1.4
39	COc1ccc(CC(=O)Nc2cccc(SC)c2)cc1OC	-6	-1.5	nt	4.3	0	nt
40	COc1ccc(C2Oc3ccccc3C3=C2C(c2cccs2)n2ncnc2N3)cc1 (stereo unspecified)	11	-1.6	nt	2.2	-6	1.6
41	CN(C)C(=S)Nc1cccc(-c2n[nH]c(=S)o2)c1	-4	-1.8	15	2.7	-3	1.6
42	NS(=O)(=O)c1ccc(CCNC(=O)c2ccc[nH]c2=S)cc1	11	-3.9	-43	1.6	-1	2.2
43	CCc1cc(=O)oc2c3c(cc(OCC(=O)NCc4ccccn4)c12)OC(C)(C)CC3	27	-1.6	0	1.6	24	-0.2
44	COC(=O)c1c(C)oc(C)c1S(=O)(=O)NCc1cccs1	-5	-2.4	-12	-2.2	-10	0.7
45	Cc1cc(OCCCCCN2CCCC2)ccc1Cl	2	-3.3	122	3.2	-8	-0.4
46	O=C(NCCN1CCN(Cc2ccccc2)CC1)Nc1cc(Cl)cc(Cl)c1	-16	7.6	29	2.3	-3	-1.1
47	O=C(COC(=O)CCC(=O)c1ccc(F)cc1)NCc1ccco1	-8	0.1	-7	2.6	3	4.1
48	O=C(NC1CCN(Cc2ccc3ccccc3c2)CC1)c1ccccc1	-13	2.9	15	0.9	10	2.4
49	C=CCNC(=O)NC(=O)COC(=O)CC(NC(N)=O)c1ccc(Cl)cc1 (stereo unspecified)	6	0.2	4	3.0	-6	0.1
50	CCCCNc1c(-c2ccc(SC3CCCCC3)c(OC)c2)nc2ccc(Cl)cn12	-9	-0.5	-7	-7.5	0	1.8
51	O=c1oc2ccccc2c2nccnc12	-8	-3.2	324*	3.8	0	-0.2

No.	AddAB inh	PKA-R2B activ	PfHsp90 set2	PKA-R1A act	MOR-DOR inv ag
37	nt	2	-19	-6	8
38	-1.1	-8	1	3	11
39	nt	-3	-1	-1	7
40	2.1	3	-148	7	9
41	-0.9	10	-1	3	9
42	1.6	1	-20	0	17
43	3.4	-4	8	5	8
44	2.3	3	12	7	13
45	3.6	-4	10	3	17
46	0.5	9	-1	-3	-37
47	3.6	6	-11	5	-1
48	2.3	1	-30	-5	-13
49	2.2	-10	-8	-10	-1
50	2.7	-17	6	-7	3
51	1.3	-6	10	-13	17
